TDP1 inh: inhibitors of human tyrosyl-DNA phosphodiesterase TDP1; Potency, µM (highest dose often 130 µM), for the others: at the top dose activity change, negative = inhibition, actives largely listed as inhibitors; recombinant TDP1, AlphaScreen DNA substrate cleavage; Q9NUW8; hit rate 0.28% among 350,000; also: nearly all actives have a fitted effect of over 40% in size
Target sequence (Q9NUW8 whole entry, looked up): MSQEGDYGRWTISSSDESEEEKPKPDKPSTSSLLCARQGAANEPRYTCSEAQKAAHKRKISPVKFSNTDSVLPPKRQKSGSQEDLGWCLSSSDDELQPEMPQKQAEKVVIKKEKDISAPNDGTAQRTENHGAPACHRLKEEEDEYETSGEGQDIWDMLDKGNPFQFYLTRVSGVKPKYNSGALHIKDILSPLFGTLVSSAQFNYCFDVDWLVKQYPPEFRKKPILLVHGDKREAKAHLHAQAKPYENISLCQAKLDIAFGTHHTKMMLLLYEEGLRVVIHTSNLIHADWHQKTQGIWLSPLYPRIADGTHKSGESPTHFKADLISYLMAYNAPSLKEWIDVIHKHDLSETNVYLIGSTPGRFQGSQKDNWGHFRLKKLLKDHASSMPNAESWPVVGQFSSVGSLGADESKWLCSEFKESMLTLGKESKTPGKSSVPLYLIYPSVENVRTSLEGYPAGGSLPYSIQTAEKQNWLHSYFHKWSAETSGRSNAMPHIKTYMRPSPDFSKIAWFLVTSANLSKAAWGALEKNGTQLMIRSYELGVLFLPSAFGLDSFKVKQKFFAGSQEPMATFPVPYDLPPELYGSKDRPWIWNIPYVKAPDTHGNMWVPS
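AlphaScreen read-out: signal falls as enzyme removes the 3' tyrosine-FITC from a 5'-biotinylated DNA oligo (15 nM, 5 min, RT). Enzyme was E. coli-made recombinant Tdp1 at 1 nM, exposed to compound for 15 min beforehand; beads 10 ug/ml, 10 min.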
TDP1 cell noCPT: qHTS for Inhibitors of human tyrosyl-DNA phosphodiesterase 1 (TDP1): qHTS in cells in absence of CPT | hit rate 15% among 420,000 | DT40 Tdp1-/- hTDP1 cells, no CPT, ATP luminescence, 48 h | Potency, µM (highest dose often 46.2 µM), for inactives: at the highest dose activity change, negative = growth inhibition, most hits filed as inhibitors | AID 686978, 2013; also: nearly all actives have a fitted effect of over 55% in size
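Growth kinetics read by CellTiter-Glo luminescence after ≥48 hr at 37 °C. Cells: DT40 Tdp1-/- stably carrying human TDP1, 400 per well, compound exposure in the absence of CPT (DMSO vehicle).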
GCN5L2 inh: GCN5L2 (KAT2A) acetyltransferase inhibition | hit rate 0.21% among 390,000 | GCN5L2 HAT assay, ThioGlo1 CoA-SH fluorescence | Q92830 | AID 504327 | Potency, µM (titrated, usually from 58.9 µM), without a hit: top-dose activity change, negative = inhibition, most hits filed as inhibitors
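GCN5L2 (20 nM) in 50mM HEPES pH 7.5, 0.1mM EDTA, 0.01% Tween-20 preincubated 15 min with compounds at room temperature. Reaction started with H3(1-25) 75uM, acetyl-CoA 70uM, ThioGlo1 50uM; CoA-thiol fluorescence (Ex340/Em540) read at 0 and 20 min.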
* marks the source's active call; other numbers are inactive results; ? = inconclusive; nt = not tested or not shown; & = joins results of further samples; [ ] = another dose, or the depositor's remark. Calls follow the shape of the dose curve; as a rule, active = well fitted curve in the direction sought with a large enough effect; inconclusive = small, poorly fitted or top-dose-only effect, or another doubt; inactive = no such curve, though single readings can be large; an effect the other way counts as inactive or inconclusive. % is scaled to controls: 0 for no effect and ±100 for the full control effect; potency is read from the fitted curve at half-maximal effect.

Order of values – TDP1 inh, TDP1 cell noCPT, GCN5L2 inh
Cc1ccc2nc(SCC(=O)Nc3oc(C)c4c(C)n[nH]c(=O)c34)[nH]c2c1
    -0.2%, 21.5%, -0.4%
COc1ccc(S(=O)(=O)N2CCOC23CCN(S(C)(=O)=O)CC3)cc1
    -7.2%[0.505 µM], -20.9%, -0.4%
CN1C=CC=C/C1=C(\C#N)c1nc2ccccc2[nH]1
    1.0%, -3.3%, -4.6%
O=C(Cn1c(=O)oc2ccccc21)Nc1ccc(Cl)cc1
    nt, -22.6%, -11.8%
Cc1cc(Br)cn2ccnc12
    7.1%, -2.2%, -1.6%
O=C(NCc1ccc(Cl)cc1)C1CCN(S(=O)(=O)c2ccccc2)CC1
    2.4%, ?, -6.8%&3.0%
N#Cc1ccc(CN2CC[C@@]3(CCCN(C(=O)c4cccc(F)c4)C3)C2)cc1
    nt, ?, 2.1%
Cn1c(=O)c(=O)n(C)c2cc([N+](=O)[O-])c(N3CCOCC3)cc21
    0.5%, 16.0%, -0.8%
COc1ccc(-c2csc(N(C)C(=O)c3cccs3)n2)cc1
    0.0%, -1.4%, -2.0%
CC1CC(C)(C)NC(=S)N1CCC(=O)N1CCc2ccccc21 (stereo unspecified)
    -2.6%, ?, -0.8%
COc1ccc(NC(=O)CSc2n[nH]c(C)c2[N+](=O)[O-])cc1
    2.3%, -7.8%, -3.9%
Cc1cc(C(=O)C[N+]2(C)CCOCC2)c(C)n1-c1ccc(Br)cc1
    2.6%, ?, 1.3%
CS(C)(=O)=O
    5.3%, -11.7%, -0.8%
CCN(CC)C(=O)CN1CCN(Cc2ccc3c(c2)OCO3)CC1
    nt, -1.6%, -19.2%
CC1CCc2c(sc3nnn(Cc4cccc(C(=O)OC(C)C)c4)c(=O)c23)C1 (stereo unspecified)
    -2.3%, -18.5%, 1.4%
CC(Oc1ccc(Cl)cc1Cl)C(=O)NCCCN(C)C (stereo unspecified)
    0.0%, -10.9%, -6.0%
Cc1ccc(C2(CC(=O)Nc3nccs3)CCOC(C(C)C)C2)cc1 (stereo unspecified)
    6.7%, -8.3%, -4.7%
N#Cc1cccc(Nc2ncnc3c2cnn3-c2cccc(Cl)c2)c1
    5.2%, 23.1µM*, 2.7%
COc1ccc(Cc2nc3ccccc3n2CC(=O)N/N=C/c2ccc(C)cc2O)cc1OC
    0.0%, 0.651µM*, -22.6%
Fc1cccc(CN2CCc3nc(Nc4ccc5c(c4)OCCO5)ncc3C2)c1F
    8.8%, 25.9µM*, -12.6%
Cc1ccc(OCCNC(=O)c2ccc3ccccc3n2)cc1
    nt, ?, -7.7%
O=C(NC(=S)NC1CCCCC1)c1ccc(F)cc1
    7.5%, -10.5%, -9.7%
CCN(CC)S(=O)(=O)c1ccc(/C=C/C(=O)OCC(=O)c2c(N)n(C)c(=O)n(C)c2=O)cc1
    2.6%, ?, -14.6%
CCCCS(=O)(=O)C(=C1Nc2ccccc2N1)S(=O)(=O)CCCC
    3.1%, 4.2%, -0.2%
O=C(Cn1nnc2ccccc2c1=O)Nc1cc(C(F)(F)F)ccc1N1CCOCC1
    8.8%, ?, -6.1%
O=C(CN1CCOCC1)Nc1ccc(Oc2ccc(NC(=O)CN3CCOCC3)cc2)cc1
    6.6%, -2.8%, 1.4%
O=C(Nc1cc(C(F)(F)F)ccc1Cl)C(Sc1cccc[n+]1[O-])c1ccccc1 (stereo unspecified)
    -2.6%, 4.61µM*, -5.4%
Cc1ccc(S(=O)(=O)NC(=O)c2cc(C)n(CCCN3CCOCC3)c2C)cc1
    0.0%, 4.9%, 1.7%
O=C(CSc1nc(=O)n(Cc2ccco2)c2c1CCC2)Nc1cccc(F)c1
    5.2%, -19.8%, -4.6%
CCCCNC(=O)N(O)C1N(/N=C/c2ccco2)C(=S)SC1(C)C (stereo unspecified)
    0.4%[56.1 µM], 16.5%, -5.8%

Part of the list above, reduced to TDP1 cell noCPT.
mol	TDP1 cell noCPT
O=C(CN1CCOCC1)Nc1ccc(Oc2ccc(NC(=O)CN3CCOCC3)cc2)cc1	-2.8%
O=C(Nc1cc(C(F)(F)F)ccc1Cl)C(Sc1cccc[n+]1[O-])c1ccccc1 (stereo unspecified)	4.61µM*

(next part)
Order of values – TDP1 inh, TDP1 cell noCPT, GCN5L2 inh
CCOC(=O)C1(CC2CCCCO2)CCN(Cc2c(C)cc(C)cc2-n2cccn2)CC1 (stereo unspecified)
    2.7%, 29.1µM*, -3.1%
COc1ccc(NC(=O)OCCN2CCN(Cc3ccccc3)CCC2=O)cc1
    3.1%&8.2%, -15.9%, 6.2%&0.9%
CC(C)c1nn2c(N)c(/C=C3\C=Nc4ccccc43)c(=O)nc2s1
    nt, -16.4%, -0.9%
CN(C)S(=O)(=O)c1ccc(N2CCCC2)c(C(=O)N2CCN(S(=O)(=O)c3cccc(F)c3)CC2)c1
    -0.6%, -25.4%, -13.3%
Cc1c(C(=O)Nc2c3c(nn2C(C)(C)C)CS(=O)(=O)C3)cccc1[N+](=O)[O-]
    5.2%, ?, -4.7%
COc1cccc(CNC(=O)CN2C(=O)N(c3c(C)cccc3C)S(=O)(=O)c3ccccc32)c1OC
    -0.5%, 16.4µM*, -16.4%
COc1cc(OC)nc(N/N=C(\c2ccccc2)c2ccncc2)n1
    0.0%, -24.4%, -4.4%
CN(Cc1ccccc1)C(=O)COC(=O)c1ccc(Br)o1
    -2.0%, 0.5%, -3.1%
CC(C)(C)c1nc2ccccc2c2nnc(SCC(=O)Nc3nccs3)n12
    4.1%, 4.61µM*, 2.9%
CCOC(=O)CC1=C(C(=O)OCC)C(c2ccncc2)C(C#N)=C(N)O1 (stereo unspecified)
    1.0%, ?, 1.4%
COC(=O)CCCn1nc(NC(=O)COc2ccc(F)cc2)cc1C
    0.3%[0.0935 µM], -4.2%, -1.7%
COc1ccc(C(=O)N/C(=C\c2ccccc2)C(=O)N2CCOCC2)cc1
    2.1%, 4.0%, -2.8%
Cc1cc2cc(CNS(=O)(=O)c3ccc4ccccc4c3)ccc2n1C
    7.6%, -12.2%, -5.8%
O=C(c1ccccn1)c1ccc2ccccc2n1
    nt, -13.3%, 1.3%
Cc1ccn2c(CNCC3COCCO3)c(C(=O)N3CCCCCC3)nc2c1 (stereo unspecified)
    5.9%[56.1 µM], 2.4%, 4.4%
Cc1ccc2c(c1)c1c3n2CC(=C2C(=O)OC(C)(C)OC2=O)NC3CCC1 (stereo unspecified)
    8.0%, 20.6µM*, -10.1%
O=C(c1cccs1)N1CCN(S(=O)(=O)Cc2ccccc2)CC1
    -4.9%, -21.4%, -1.7%
COC(=O)c1ccccc1N=Nc1c(C)n[nH]c1C
    1.4%, -14.6%, 0.6%
CCOc1ccc(S(=O)(=O)N2CCN(C(=O)CN3C(=O)NC(C)(C)C3=O)CC2)cc1
    -1.1%[56.1 µM], 16.3%, -1.6%
COc1ccc(CN(C)C(=O)c2ccccc2OCc2c(C)noc2C)c(OC)c1
    2.7%, -16.9%, -1.1%

Quoted from the listing:
GCN5L2 inh with Cn1c(=O)c(=O)n(C)c2cc([N+](=O)[O-])c(N3CCOCC3)cc21 → -0.8%
TDP1 inh with CS(C)(=O)=O → 5.3%

More entries:
Order of values – TDP1 inh, TDP1 cell noCPT, GCN5L2 inh
O=[N+]([O-])c1ccccc1Sc1nccn1Cc1ccccc1
    -0.6%, -13.9%, -6.9%
Cc1cc(NC(=O)C23CC4CC(C2)CC(n2cnc([N+](=O)[O-])n2)(C4)C3)no1
    10.8%, -1.1%, -6.6%
O=C(CC1S/C(=N/N=C/c2cccs2)NC1=O)Nc1ccc(Cl)c(Cl)c1 (stereo unspecified)
    2.6%, ?, 3.7%
Cc1ccc2nc(NCC(=O)NN)nc(-c3ccccc3)c2c1
    2.5%, -7.6%, -16.9%
N#CC1=C(N)OC2=C(C(=O)CCC2)C1C1CC=CCC1 (stereo unspecified)
    -3.1%, -29.0%, -12.5%
Cc1c(Br)c([N+](=O)[O-])nn1CC(=O)Nc1cccc2nonc12
    -4.7%, -24.4%, -3.0%
COCCNc1nc(N)c([N+](=O)[O-])c(Nc2ccc(F)cc2)n1
    nt, 0.2%, -6.8%
CCC(C)C(NC(=O)OC(C)(C)C)C(=O)NC(CC(C)C)C(N)=O (stereo unspecified)
    3.3%, ?, -6.7%
COCCNCC(=O)N1CCCCCC1
    -2.6%, -0.5%, 0.4%
Nc1nonc1-n1nnc(C(=O)N/N=C/c2ccc(Cl)cc2Cl)c1CN1CCOCC1
    4.4%[0.0935 µM], -13.7%, -0.7%
COc1ccc(NC(=O)Nc2ccc(OC)cc2)cc1
    3.9%, 0.2%, -0.5%
COc1ccc(C)cc1NS(=O)(=O)c1ccc2c(c1)CCN2C(C)=O
    nt, -23.8%, -0.8%
Cc1[nH]c(=O)c(C(=O)c2cc(Cl)ccc2O)cc1C(=O)O
    0.0%, -7.3%, -5.8%
COc1ccc(C(=O)NC(=S)Nc2ccc3c4c(cccc24)CC3)cc1OC
    -1.9%, ?, 2.4%
Cc1ccc(Cn2nc(C)c(NC(=O)CSc3nc4c(c(C(F)(F)F)n3)CCc3ccccc3-4)c2C)cc1
    0.0%, ?, 20.5%
CCCn1cc(S(=O)(=O)c2ccccc2)c(=O)c2cc(OCC)ccc21
    0.2%, 0.5%, 0.3%
Nc1nonc1C(=O)NCCc1ccccc1
    2.9%, 2.0%, -4.3%
O=C(Cc1c(F)cccc1Cl)N1CCOCC1
    2.5%, 6.3%, -11.7%
CCN(C(=O)c1cccnc1SC)C12CC3CC(CC(C3)C1)C2
    5.9%, 20.6µM*, -3.6%
COc1ccc(CCNC(=O)COc2ccc(S(=O)(=O)N3CCOCC3)cc2)cc1
    4.1%, -14.1%, -9.8%
CC(C)(CO)N1CCN(C(=S)Nc2ccccc2)CC1
    1.2%, -2.8%, 8.9%
CCOc1ccc(S(=O)(=O)N2CCN(C(=O)c3cc(S(=O)(=O)N4CCOCC4)ccc3C)CC2)cc1
    -1.8%, -24.9%, -4.2%
COC(=O)C[C@H](NC(=O)[C@H](C)NC(=O)[C@@H](NC(=O)OCc1ccccc1)C(C)C)C(=O)CF
    8.5%, 10.3%, -10.8%
Nc1c(Cl)cc(C2=NCCn3nc4ccccc4c32)cc1Cl
    3.0%, ?, -3.3%
O=S(=O)(c1ccccc1)N1CCCC1c1nc2ccccc2s1 (stereo unspecified)
    2.0%, 18.4µM*, -6.4%
CCN(C(=O)CSc1nc(-c2ccc(C(C)C)cc2)no1)c1ccccc1
    2.6%, ?, -2.4%
CCOCCCNc1nc2c(C)cccn2c(=O)c1/C=C1\SC(=S)N(CC(C)C)C1=O
    2.0%, -18.3%, -8.2%
CN(CC(=O)NCC1CCCO1)S(=O)(=O)c1cc(Cl)ccc1Cl (stereo unspecified)
    -1.3%, 0.1%, -3.7%
N/C(=N\OC(=O)Cc1cccs1)c1ccc(Br)cc1
    -5.6%, -26.2%, -9.9%
Cc1cccc(-c2noc(-c3ccc(N4CCOCC4)c([N+](=O)[O-])c3)n2)c1
    8.6%, 18.4µM*, -3.0%
CC(Sc1ccccc1)C(=O)NNC(=O)c1ccncc1 (stereo unspecified)
    0.2%, -0.4%, -14.4%
CCOC(=O)COc1ccc(Br)cc1C1NC(=O)NC(C)=C1C(=O)NCc1ccccc1 (stereo unspecified)
    -8.6%, -3.0%, -7.1%
Nc1ccc(-c2nnc(-c3ccc(N)cc3)o2)cc1
    nt, -12.2%, ?
CCOC(=O)CSc1nnc(-c2ccncc2)o1
    -4.9%, -15.1%, 0.9%
Cc1cccc(C)c1NC(=O)c1cc(S(=O)(=O)N2CCCc3ccccc32)ccc1F
    5.2%, 4.11µM*, 0.6%
COc1ccccc1CNC(=O)CN1C(=O)c2ccc([N+](=O)[O-])cc2C1=O
    nt, 5.7%, -0.7%
C=CCNc1nc(-c2sc(NC(C)=O)nc2C)cs1
    7.0%, 16.4µM*, -5.7%
CCN(CC)CCCNC(=O)C1CCN(S(=O)(=O)CC)CC1
    -2.6%, -6.4%, -1.2%
CCOC(=O)CNC(=S)N(CCCN1CCCCCC1)Cc1cccs1
    6.9%, -11.9%, -1.1%
CCc1cc(C(=O)N(CC(C)C)c2c(N)n(Cc3ccccc3)c(=O)[nH]c2=O)sc1C
    nt, -25.5%, 4.5%
O=C1c2cccc3cccc(c23)C(=O)N1CCN1CCN(CC(O)COc2ccc3ccccc3c2)CC1 (stereo unspecified)
    5.3%, 10.3µM*, 0.4%
Cc1cc(=O)oc2c3c(cc(OCC(=O)NCc4ccccn4)c12)OC(C)(C)CC3
    nt, 25.9µM*, -24.2%
CCc1nc2ccccc2n1CCCCOc1ccccc1C
    -2.5%, 25.9µM*, -4.2%

Some of the compounds tested. The share of hits here may be higher or lower than overall.
